Screening data as filed in PubChem.
CHT inh: human CHT choline transport inhibition; CHT-expressing cells, membrane potential dye, choline response; hits give low values; 310,000 tested, 0.86% active; B-score at 10 µM; Q9GZV3;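 active = B-score over 3 SD under the library average, and starting fluorescence ratio not unusually high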;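 also: choline stimulus applied at its EC90 after an EC20 pre-addition; B-score computed on integrated fluorescence ratio after choline addition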
Kir21 inh: inhibitors of mouse Kir2.1 inward-rectifier potassium channel; B-score at 10 µM; HEK293-Kir2.1, FluxOR thallium flux fluorescence; hits give low values; 310,000 tested, 0.85% active;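 active = fluorescence ratio B-score at or below minus 3 SD of library scores, with starting-brightness B-score within 2 SD, cut at about -4.2 in these data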;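 also: channel flux triggered by added potassium and thallium sulfate stimulus; B-score of peak minus minimum fluorescence over baseline after thallium stimulus; more negative B-score means stronger Kir2.1 block with less thallium influx; some compounds called inactive have numbers as strong as hits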
KCNQ2 block: KCNQ2 channel blockers in CHO-K1 cells – cell-based, FluxOR thallium flux, B-score, primary screen (AID 2156); 20 min; hits give low values; B-score at 10 µM; 310,000 tested, 1.1% active;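 active = fluorescence ratio B-score at most minus 3 library SDs, with starting brightness B-score within 2 library SDs, cut at about -5.5 in these data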
Target sequence (O88943 whole entry, looked up): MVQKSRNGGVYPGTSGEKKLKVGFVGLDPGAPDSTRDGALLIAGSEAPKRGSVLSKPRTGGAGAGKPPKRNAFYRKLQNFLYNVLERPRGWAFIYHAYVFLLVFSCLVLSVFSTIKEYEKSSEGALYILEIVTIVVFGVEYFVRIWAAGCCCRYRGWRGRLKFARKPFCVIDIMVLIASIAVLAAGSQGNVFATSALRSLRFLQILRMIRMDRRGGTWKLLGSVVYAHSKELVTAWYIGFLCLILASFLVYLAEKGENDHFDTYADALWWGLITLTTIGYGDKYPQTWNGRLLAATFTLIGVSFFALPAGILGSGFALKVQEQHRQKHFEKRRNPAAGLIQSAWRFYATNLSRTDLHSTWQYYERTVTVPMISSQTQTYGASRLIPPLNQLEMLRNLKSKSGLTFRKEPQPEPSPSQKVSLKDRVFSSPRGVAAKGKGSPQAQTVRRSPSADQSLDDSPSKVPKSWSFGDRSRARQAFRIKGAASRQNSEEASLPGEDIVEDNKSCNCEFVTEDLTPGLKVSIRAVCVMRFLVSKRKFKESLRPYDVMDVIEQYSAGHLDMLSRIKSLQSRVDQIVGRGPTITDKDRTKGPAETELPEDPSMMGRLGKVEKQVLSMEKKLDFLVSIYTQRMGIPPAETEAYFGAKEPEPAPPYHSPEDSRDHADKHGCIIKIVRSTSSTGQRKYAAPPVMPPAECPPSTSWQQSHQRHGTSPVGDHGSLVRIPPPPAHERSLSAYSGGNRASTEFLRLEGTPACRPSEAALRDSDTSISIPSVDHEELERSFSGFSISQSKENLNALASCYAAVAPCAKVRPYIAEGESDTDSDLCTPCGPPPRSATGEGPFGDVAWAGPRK
Active calls of the source: *; i = inactive.

Order of results – CHT inh | Kir21 inh | KCNQ2 block
> c1ccc2sc(N3CCCN(Cc4nc(-c5cnccn5)no4)CC3)nc2c1
    i | 0.8 | i
> COc1ccc(OC)c(NC(=O)c2ccc3c(c2)CCN3S(C)(=O)=O)c1
    i | -0.02 | i
> CCOc1ccccc1NC(=O)CSc1nnc2ccc(-c3cccnc3)nn12
    i | -1 | i
> CCOC(=O)c1c(CSc2cccs2)n(C)c2cc(Br)c(O)c(CN(C)C)c12
    i | -3.4 | i
> CCOC(=O)C1(CC2CC2)CCN(Cc2cn(C)c3ccccc23)CC1
    i | -2.6 | i
> COc1ccc(OC)c(CCNC(=O)CC2(CC3=NS(=O)(=O)c4ccccc4N3)CCCC2)c1
    i | -0.36 | i
> CCO[C@@H]1OC(C(=O)NCc2nc3ccccc3[nH]2)=C[C@H](c2csc3ccccc23)[C@H]1CCCO
    i | 1.1 | i
> O=C(Nc1ccc(CN2CCOCC2)cc1)c1ccc(N2CCCC2)c([N+](=O)[O-])c1
    i | 3.3 | i
> O=c1c2c3c(sc2nc2n1CCC2)CCCC3
    i | -1.2 | i
> CCOc1ccc(OCC)c(NC(=O)CN(C)S(=O)(=O)c2cnc[nH]2)c1
    i | 1.3 | i
> CCOC(=O)N1CCN(C(=O)c2ccc(Cl)c(S(=O)(=O)N3CCCC3)c2)CC1
    i | 1.6 | i
> OCCC1CN(CC#Cc2ccccc2)CCN1C1CCCC1 (stereo unspecified)
    i | -1 | i
> CCS(=O)(=O)N1CCC(C(=O)Nc2cccc(F)c2)CC1
    i | 0.18 | i
> CSc1nc2nc3c(c(=O)n2[nH]1)CN(Cc1ccccc1)CC3
    i | -0.11 | i
> COc1cc(S(=O)(=O)NCC2CCCO2)ccc1Br (stereo unspecified)
    i | 1.9 | i
> Cc1ccc(NS(=O)(=O)c2cccs2)cc1S(=O)(=O)N1CCCCCC1
    i | -2 | i
> COc1ccc(N(CC(=O)Nc2cccc(F)c2)S(=O)(=O)c2c(C)[nH]c(=O)[nH]c2=O)cc1
    i | -0.17 | i
> CCC(C)OC(=O)C[N+](C)(C)CCOC1CC2CCC1(C)C2(C)C (stereo unspecified)
    i | -2.1 | i
> CCOC(=O)C(=CNc1ccc(NC2=NCC(C)S2)cc1)C(=O)OCC (stereo unspecified)
    i | -3.8 | i
> COC(c1ccccc1)c1nnc(CCC(=O)N(C)Cc2cccc(-n3cccn3)c2)o1 (stereo unspecified)
    i | -3 | i
> Cc1cccc(C)c1N1CCN(S(=O)(=O)c2ccccc2)CC1
    i | 2.2 | i
> CCN(CC)C(=O)c1ccc(Cn2cc([N+](=O)[O-])cn2)o1
    i | -0.91 | i
> CCCCn1c(=O)[nH]c(=O)c2c1nc(-c1cc(Br)ccc1OC)n2C
    i | 1.6 | i
> Cc1ccc([N+](=O)[O-])c(C(=O)N/N=C/c2cccs2)c1
    i | 0.33 | i
> COCc1ccc(CN2CCC(N3CCC(C(=O)N4CCCC4)CC3)CC2)o1
    i | 1.4 | i
> COc1ccc(C(=O)CCN2CCC(C)CC2)cc1
    i | 0.11 | i
> COc1ccccc1C(=O)Nc1ccc(S(=O)(=O)N2CCC(C)CC2)cc1
    i | -0.16 | i
> COc1ccc(/C(C)=C2\SC(=S)N(CCC(=O)O)C2=O)cc1
    i | 0.84 | i
> CC1CCN(C(=O)Cc2nn(C)c(=O)c3ccccc23)CC1
    i | -1.7 | i
> O=C(NNC(=O)c1ccccc1F)C1=NN(c2ccccc2)C(=O)CC1
    i | 1 | i
> COc1cccc(N(C(=O)c2ccco2)C(C(=O)NC2CCCC2)c2ccc(N3CCOCC3)cc2)c1 (stereo unspecified)
    i | 0.03 | i
> CC1=CC(C)(C)NC(=S)N1c1ccc(C)cc1
    i | -0.55 | i
> COc1ccc(CSc2nc(O)cc(=O)n2CC(C)C)cc1F
    i | 2.1 | i
> Cc1ccc(N(C(=O)CNC(=O)c2ccco2)C(C(=O)NCC2CCCO2)c2ccccc2)cc1C (stereo unspecified)
    i | 0.93 | i
> Fc1ccc(CNCc2cccc(Br)c2)cc1
    i | -0.08 | i
> CCOc1ccc(C(=O)C(C)=O)c(OCC)c1
    i | 0.38 | i
> COc1ccccc1NCCC#N
    i | -1.4 | i
> CN(C)C(=O)N1CCC(C(=O)N2CCCC(C(=O)c3ccc(C(C)(C)C)cc3)C2)CC1 (stereo unspecified)
    i | 0.5 | i
> Cc1ccc(NC(=S)N2CCC(O)CC2)c(C)c1
    i | 0.26 | i
> COc1ccc(C(=O)c2cnc(C(C)C)n2C)cc1
    i | 1.8 | i
> CC1(c2ccccc2)CC(c2ccccc2)=Nc2ccccc2N1 (stereo unspecified)
    i | -0.62 | i
> Clc1cccc(N/N=C/c2ccncc2)c1
    i | 1.4 | i
> O=[N+]([O-])c1ccc2oc(C(O)c3cccc(Cl)c3)cc2c1 (stereo unspecified)
    i | 0.03 | i
> CCOc1ccc(/C=N/NC(=S)NC2CC3CCC2C3)cc1 (stereo unspecified)
    i | 1.1 | i
> CCCCN(CC)Cc1c(O)ccc2c(-c3ccccc3)cc(=O)oc12
    i | -1.2 | i
> CCOC(=O)N1CCC(NC(=O)CN2C(=O)CSc3nc(C)cc(C)c32)CC1
    i | 0.02 | i
> O=c1[nH]c(C2CCN(S(=O)(=O)c3ccccc3F)CC2)nc2c1nnn2Cc1ccc2c(c1)OCCO2
    i | 0.11 | i
> COC(=O)C(CC(=O)c1ccc(Br)cc1)n1cccn1 (stereo unspecified)
    i | 0.68 | i
> Cc1nnc2sc(SCC(=O)Nc3cccc(Cl)c3)nn2c1=O
    i | 0.35 | i
> CCn1c(C)nc([N+](=O)[O-])c1Sc1ccc(F)cc1
    i | -2.1 | i
> N#Cc1c(C(F)(F)F)cc(=O)n2c1[nH]c1ccccc12
    i | -0.7 | i
> COC(=O)C1(CCSC)NC(c2ccc(OC)cc2OC)C2C(=O)N(c3cccc(C(C)=O)c3)C(=O)C21 (stereo unspecified)
    i | 1.3 | i
> CCOc1ccc(S(=O)(=O)NC(C)C(=O)NCc2cccnc2)cc1 (stereo unspecified)
    i | 0.16 | i
> Cc1nnc(SCC(=O)Nc2ccccc2F)n1-c1ccc(F)cc1
    i | 0.35 | i
> Cc1cc(C(=O)Nc2cccc(C(=O)O)c2)oc1C
    i | -0.01 | i
> COc1cccc(C2c3[nH]c4ccccc4c3C[C@H]3C(=O)N(C4CCN(Cc5ccccc5)CC4)CC(=O)N23)c1 (stereo partly specified)
    i | 0 | i
> Cn1c(=O)c2c(nc(NCCNC(=O)c3ccco3)n2Cc2ccccc2)n(C)c1=O
    i | 0.52 | i
> O=C(COc1ccc(/C=N/NS(=O)(=O)c2ccccc2)cc1)NCCc1ccccc1
    i | 0.18 | i
> O=c1/c(=C\c2ccc(O)cc2)sc2nc(-c3ccccc3)c(-c3ccccc3)n12
    i | -1.5 | i
> CCOP(=O)(OCC)C(NC(=O)Nc1cccc(Cl)c1)c1ccccc1 (stereo unspecified)
    i | -2.4 | i

A second format for some results above:
Compound: O=[N+]([O-])c1ccc2oc(C(O)c3cccc(Cl)c3)cc2c1 (stereo unspecified)
- CHT inh = i
- Kir21 inh = 0.03
- KCNQ2 block = i

Compound: O=C(Nc1ccc(CN2CCOCC2)cc1)c1ccc(N2CCCC2)c([N+](=O)[O-])c1
- CHT inh = i
- Kir21 inh = 3.3
- KCNQ2 block = i

Compound: CCOC(=O)N1CCC(NC(=O)CN2C(=O)CSc3nc(C)cc(C)c32)CC1
- CHT inh = i
- Kir21 inh = 0.02
- KCNQ2 block = i

Compound: Cc1nnc2sc(SCC(=O)Nc3cccc(Cl)c3)nn2c1=O
- CHT inh = i
- Kir21 inh = 0.35
- KCNQ2 block = i

(more compounds)
Order of results – CHT inh | Kir21 inh | KCNQ2 block
> CC(=O)N1CCC(=NNc2nc3ccccc3[nH]2)CC1
    i | 0.07 | i
> NC(=NC(=O)c1ccccc1)N1CCOCC1
    i | -8.4 | i
> COc1ccc(NC(=O)c2[nH]c(C)c(C(C)=O)c2C)cc1
    i | -1.5 | i
> COc1ccc(-c2cc(C(=O)NNC(=O)c3csc(N4CCOCC4)n3)c3ccccc3n2)cc1
    i | -0.33 | i
> O=C(Nc1ccccc1)OCCCc1ccccc1
    i | 1.4 | i
> CCc1ccc2c(c1)C1(SC(NC(C)=O)=NN1C(C)=O)C(=O)N2CC (stereo unspecified)
    i | 1.2 | i
> CC(=O)Nc1cccc(-n2nnc(SCC(=O)N(C)c3ccccc3)n2)c1
    i | -0.14 | i
> CCCCc1nc2ccccc2c(NC(=O)CN2CCCC2)c1CCC
    i | -0.03 | i
> Cc1cccc(N/N=C(\C#N)S(=O)(=O)C(C)(C)C)c1
    i | 1.3 | i
> CCN1C(=O)[C@@H]2[C@@H](c3ccc(-c4ccc(OC)cc4)c(OC)c3)N3CCC[C@@]3(C(=O)OC)[C@@H]2C1=O
    i | 0.8 | i
> Cc1nnc(N/N=C\c2ccc(-c3ccccc3[N+](=O)[O-])o2)n1N
    i | 0.56 | i
> CCOC(=O)CC1COc2ccccc2N1C(=O)c1ccc(C)cc1 (stereo unspecified)
    i | -2.4 | i
> NC(=O)c1ccc(SCC(=O)OCC(=O)NCC2CCCCC2)c([N+](=O)[O-])c1
    i | 0 | i
> Cc1cccc(C(=O)Nc2cccc3c2CCCC3)c1
    i | 0.02 | i
> COC(=O)/C(=C\Nc1ccc(Cl)cc1Cl)NC(=O)c1ccc(OC)cc1
    i | -1.2 | i
> Cc1cccc(CCNc2nc3ccccc3n3nnnc23)c1
    i | 0.13 | i
> Cn1ccnc1SCC(=O)NC1CC1
    i | 0.76 | i
> NS(=O)(=O)c1ccc(CNC(=O)C23CC4CC(CC(C4)C2)C3)cc1
    i | 0.99 | i
> Cc1ccc2[nH]c(=O)c(CN(Cc3cccnc3)C(=O)c3ccncc3)cc2c1
    i | 0.65 | i
> CCN(CC(=O)NC1CCS(=O)(=O)C1)S(=O)(=O)c1cc([N+](=O)[O-])ccc1C (stereo unspecified)
    i | 0.28 | i
> CC(=O)N1CCc2cc(S(=O)(=O)CCC(=O)NCc3ccc(Cl)cc3)ccc21
    i | 0.01 | i
> CN1CCC(=O)N([C@H](CN=[N+]=[N-])Cc2ccccc2)CC1
    i | -1 | i
> CC(=O)Nc1ccccc1NC(=O)C/C(C)=N/NC(=O)C(=O)Nc1cccc(Cl)c1C
    i | -0.7 | i
> CCCCC(=O)Nc1ccc(NC(=O)c2ccccc2OC)cn1
    i | 0.38 | i
> CC(C)CNS(=O)(=O)c1ccc(OCC(=O)NCC2CCCO2)c(Cl)c1 (stereo unspecified)
    i | -1.2 | i
> CCOC(=O)c1nnc2cc(-c3ccc(Br)cc3)nn2c1C
    i | -1.1 | i
> CCOC(CNC(=O)c1ccc(CNC(=O)c2ccc(OC)c(OC)c2)cc1)OCC
    i | 0.64 | i
> COc1nc(C)nc(NC(=O)NS(=O)(=O)c2ccc(C)cc2)n1
    i | 0 | i
> COc1cccc(-c2nc(CS(=O)(=O)CC(=O)NCCCOC(C)C)c(C)o2)c1
    i | 0.02 | i
> O=C(NC(=S)N1CCCCC1)c1cccs1
    i | -0.97 | i
> Cc1cc(C)n(CCCNCC(O)c2ccccc2)n1 (stereo unspecified)
    i | 0.62 | i
> O=C(O)Cn1nc(C(F)(F)F)c2c1CCCCC2
    i | 0.94 | i
> O=C(CC(=O)c1ccccc1)Nc1ccccn1
    i | -0.97 | i
> CCCCCn1c(N)c(C#N)c2nc3ccccc3nc21
    i | -0.5 | i
> Cc1cc2ncn(C3CC(=O)N(Cc4ccc(N5CCCC5=O)cc4)C3=O)c2cc1C (stereo unspecified)
    i | 0.16 | i
> COC(=O)c1sc(NC(=O)c2oc3ccccc3c2C)nc1C
    i | 0.32 | i
> O=C(NCc1ccccc1)C1(C(F)(F)F)C/C(=C/CCO)CCCO1 (stereo unspecified)
    i | -0.45 | i
> O=C1CCCCC1C(=O)c1ccccc1 (stereo unspecified)
    i | -1.9 | i
> Cc1ncoc1C(=O)NC1CC(C)(C)Cc2c1cnn2-c1ccc(F)cc1 (stereo unspecified)
    i | 0.16 | i
> Cc1ccc(-c2nc(N)sc2C)cc1
    i | 0.37 | i
> Cc1cc2cc3c(cc2nc1SCC(=O)N1CCOCC1)OCO3
    i | 0 | i
> CCc1cccc2c1NC1(CCCC1)CC2C (stereo unspecified)
    i | -0.21 | i
> O=C(COC(=O)c1cccc(S(=O)(=O)NCc2ccccc2)c1)NCC1CCCO1 (stereo unspecified)
    i | 1.4 | i
> COCCNC(=O)COc1ccc(C)cc1C
    i | -0.05 | i
> COc1ccc(N2C(=O)CSC2c2ccc(F)cc2)cc1 (stereo unspecified)
    i | -1.3 | i
> COc1cccc(OC)c1C(=O)Nc1ccc(N2CCN(C(=O)c3cccs3)CC2)cc1
    i | 0.11 | i
> COc1cc(CC(=O)NCCCc2ccccc2)cc(OC)c1OC
    i | 0.78 | i
> COc1ccc(OCCCSc2ncccn2)cc1
    i | -0.05 | i

Three entries already listed, ordered by heavy-atom count, descending:
Order of results – CHT inh | Kir21 inh | KCNQ2 block
> COc1cccc(OC)c1C(=O)Nc1ccc(N2CCN(C(=O)c3cccs3)CC2)cc1
    i | 0.11 | i
> CCCCCn1c(N)c(C#N)c2nc3ccccc3nc21
    i | -0.5 | i
> COCCNC(=O)COc1ccc(C)cc1C
    i | -0.05 | i
